# Bioassay records deposited in PubChem BioAssay by several laboratories.
# Keap1 Nrf2 FP: disrupts human Keap1 binding to Nrf2 peptide; Keap1 Kelch-Nrf2 peptide fluorescence polarization, 1536-well; 340,000 tested, 0.15% active; Q14145; inhibition, % at 9.4 µM; in the data active means inhibition above about 12%;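 further: human Keap1 Kelch domain with fluorescein labeled Nrf2 9mer peptide probe; 0% = neutral control wells and 100% = peptide positive control; higher means more block of Keap1 binding to Nrf2 peptide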
# Target sequence (Q14145 whole entry, looked up, the tested form may be a part): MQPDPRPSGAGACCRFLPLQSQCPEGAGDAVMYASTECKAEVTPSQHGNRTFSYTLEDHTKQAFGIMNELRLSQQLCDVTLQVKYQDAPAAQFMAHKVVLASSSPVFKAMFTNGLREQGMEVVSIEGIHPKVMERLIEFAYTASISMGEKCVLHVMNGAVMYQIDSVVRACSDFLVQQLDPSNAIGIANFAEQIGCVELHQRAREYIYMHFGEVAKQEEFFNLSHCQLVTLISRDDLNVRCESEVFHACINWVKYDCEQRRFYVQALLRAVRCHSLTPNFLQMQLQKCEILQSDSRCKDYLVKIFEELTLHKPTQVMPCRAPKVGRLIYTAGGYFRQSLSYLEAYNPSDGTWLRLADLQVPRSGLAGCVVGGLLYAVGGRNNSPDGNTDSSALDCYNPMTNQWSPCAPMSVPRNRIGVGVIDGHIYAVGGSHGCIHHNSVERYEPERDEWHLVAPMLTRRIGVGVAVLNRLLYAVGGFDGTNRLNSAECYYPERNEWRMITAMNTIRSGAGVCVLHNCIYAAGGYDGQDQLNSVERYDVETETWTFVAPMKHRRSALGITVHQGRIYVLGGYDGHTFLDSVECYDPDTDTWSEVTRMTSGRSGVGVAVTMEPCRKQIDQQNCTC
# OPRM1-OPRD1 inv: inverse agonists of human mu-delta opioid receptor heterodimerization | AID 504357 | P35372+P41143 | cell-based MOR-DOR heterodimer luminescence, inverse agonism | 340,000 tested, 0.21% active | inhibition, % at 9.3 µM; in the data active means inhibition above about 22%, passing the limit was not always enough;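 further: 0% = cells with DMSO and 100% = wells without cells with DMSO; values of inactives mirror those of a sister screen read the other way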
# HTR5A ag ctr: activates human HTR5A in OPRM1-OPRD1 agonist counter-screen; HTR5A agonist assay, luminescence, cell-based; activation, % at 9.3 µM; 340,000 tested, 0.61% active; AID 504692; in the data active means activation mostly above about 9.5%, no sharp cut-off; inactive means mostly below about 7.6%;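 further: 0% = cells with vehicle only and 100% = reference agonist; strong numbers were not always called active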
# Target sequence (P47898 whole entry, looked up): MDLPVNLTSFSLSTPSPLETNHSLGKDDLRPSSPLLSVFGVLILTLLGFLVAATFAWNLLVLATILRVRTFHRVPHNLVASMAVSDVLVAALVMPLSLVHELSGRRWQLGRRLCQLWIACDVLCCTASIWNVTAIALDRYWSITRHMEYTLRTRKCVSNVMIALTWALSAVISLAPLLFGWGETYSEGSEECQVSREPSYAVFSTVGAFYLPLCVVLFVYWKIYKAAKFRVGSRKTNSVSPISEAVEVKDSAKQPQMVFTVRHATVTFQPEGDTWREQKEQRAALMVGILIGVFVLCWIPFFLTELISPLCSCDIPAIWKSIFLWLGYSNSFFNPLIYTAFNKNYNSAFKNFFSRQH
# OPRM1-OPRD1 ag: OPRM1-OPRD1 heterodimerization agonism; cells, luminescence; activation, % at 9.3 µM; 340,000 tested, 0.3% active; in the data active means activation above about 18%;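 further: 0% = vehicle-treated cells and 100% = reference agonist; values of inactives mirror those of a sister screen read the other way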
# V-ATPase pH: yeast V-ATPase proton transport regulation by pHLuorin. S. cerevisiae, pHLuorin cytosolic pH fluorescence. response, % at 10 µM. 350,000 tested, 0.37% active. AID 504577; in the data active means response mostly above about 7.3%, no sharp cut-off; inactive means mostly below about 5.4%; further: actives read high; inactives centre near 0; some compounds called inactive have numbers as strong as hits; reference of the scale not given here
# CAL-PDZ inh HTS: inhibitors of human CAL PDZ peptide binding. inhibition, % at 24.9 µM. 300,000 tested, 0.92% active. AID 602252. purified CAL PDZ, TMR-peptide fluorescence polarization, 1 h;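 active means mean inhibition of at least 30% with at least half of replicates also reaching 30%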;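 further: 0% = DMSO neutral control and 100% = excess unlabeled competitor peptide PRC23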
# C-LANA FP: blocks KSHV LANA C-terminal domain binding to DNA | inhibition, % at 9 µM | AID 504423 | MBP-C-LANA/FAM-LBS DNA binding, fluorescence polarization | 340,000 tested, 0.078% active;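 active means highest replicate inhibition at or above 60% at 9 µM, even if other replicates fall short; inactive means all replicates below 60% inhibition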;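 further: 0% = neutral control wells and 100% = 4 µM acridine orange control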
# Cardiac RTF inh: cardiac RTF calcium desensitization; IANBD-labeled cardiac RTF, Ca2+ fluorescence; inhibition, % at 7.15 µM; P19429+P45379; 340,000 tested, 0.12% active;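 active means inhibition above the mean inhibition of all tested compounds plus 3 SD, cut at about 17% in these data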;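 further: assay run at fixed EC70 calcium of 1.6 mM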
# cardiac RTF act: cardiac RTF calcium sensitization. P19429+P45379. IANBD-labeled TnC RTF fluorescence at EC20 calcium; 0% EC20 calcium, 100% full calcium. activation, % at 7.2 µM. 340,000 tested, 0.24% active. AID 493008;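 active means activation above the mean over all tested compounds plus 3 SD, cut at about 30% in these data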;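 further: rise in fluorescence read as greater calcium sensitivity of cardiac thin filaments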
# HTR5A inv ag: inverse agonist of human HTR5A in OPRM1-OPRD1 counter-screen | HTR5A cell line, luminescence, inverse agonism | inhibition, % at 9.3 µM | P47898 | AID 504634 | 340,000 tested, 0.083% active; in the data active means inhibition mostly above about 23%, no sharp cut-off; inactive means mostly below about 18%;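 further: 0% = cells with DMSO and 100% = no-cell wells with DMSO; some compounds called inactive have numbers as strong as hits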
# * hit, by the source's call; . = no result given. Rows are unselected, and some 2.8% of all compounds hit somewhere here.
SMILES,Keap1 Nrf2 FP,OPRM1-OPRD1 inv,HTR5A ag ctr,OPRM1-OPRD1 ag,V-ATPase pH,CAL-PDZ inh HTS,C-LANA FP,Cardiac RTF inh,cardiac RTF act,HTR5A inv ag
CCc1ccc(NC(=O)C2(c3ccccc3)CC2(Cl)Cl)cc1 (stereo unspecified),-1,-33,-1,6.6,-4,13,0.0,-3,-4,13
CC(Sc1nc2ccccc2s1)C(=O)NCc1ccc2c(c1)OCO2 (stereo unspecified),-2,15,0,-2.9,-4,-2,-3.3,11,6,-9
CCN1C(=O)[C@H]2[C@@H](c3ccc(C)cc3)N3C(=O)N(c4cccc(Cl)c4)C(=O)[C@@]3(Cc3ccc(Cl)cc3)[C@H]2C1=O,5,-11,-3,2.0,-2,-2,-1.2,-1,-6,5
Cc1cccc(N2CCN(S(C)(=O)=O)CC2)c1C,-6,0,-2,0.0,5,1,-1.0,-7,-4,6
Cc1cccc(-c2nnc(SCC#N)n2Cc2ccccc2)c1,2,3,1,-0.5,-1,-3,-1.4,11,-4,9
CCOC(=O)C1=C(C)NC(C)=C(C(=O)OCC)C1C(=O)OCC(=O)N1CCc2ccccc21,-3,-1,3,0.2,-3,-1,-1.5,-7,5,2
CCCN(CCC)CCNC(=O)C1CC(=O)N(c2ccc(OC)cc2)C1c1ccc(OC)cc1 (stereo unspecified),2,3,1,-0.5,1,-6,0.2,-15,-6,7
O=C(O)CCCN1C(=O)c2ccc(C(=O)c3cccc([N+](=O)[O-])c3)cc2C1=O,-2,14,2,-2.9,0,-2,-1.2,8,-9,-6
CC(CCC(=O)O)C1CCC2C3CCC4C[C@H](O)CCC4(C)C3CC(=O)C12C (stereo partly specified),-2,3,-1,-0.7,0,-2,1.8,3,-2,4
COc1cccc(-c2cc(C(=O)N3CCc4ccccc4C3)[nH]n2)c1,4,-6,0,1.2,3,-1,0.5,-5,3,-1
COc1ccc(NS(=O)(=O)c2cccc(NC(=O)CCC(=O)c3cccs3)c2)cc1,-8,-13,-4,2.1,0,-1,1.1,-6,1,12
CCOc1ccc([C@@H]2CC=C(C(=O)O)[C@H](c3ccc(F)cc3)N2S(=O)(=O)c2ccc(C)cc2)cc1,4,-8,-3,1.3,-2,0,1.7,-4,4,8
COC(=O)c1oc2ccc(Cl)cc2c1N,-5,8,-1,-1.2,5,-2,-3.8,-2,2,3
O=C(c1cccc([N+](=O)[O-])c1)c1ccc2c(c1)C(=O)NC2=O,2,.,.,.,5,4,-0.3,.,.,.
COC(=O)C(Cc1ccccc1)NC(=O)COc1ccc(C(C)(C)C)cc1 (stereo unspecified),-2,-54,2,9.1,0,-5,0.7,0,-6,6
CC(C)(CCO)NC(=S)NC1CC2C=CC1C2 (stereo unspecified),-1,-3,2,0.6,-1,2,-1.2,-3,-7,7
CC(=O)Nc1ccc(S(=O)(=O)Oc2ccc(/C=N/NC(=O)c3ccc(Cl)cc3)cc2)cc1,-2,-20,11,3.1,-3,0,0.0,8,1,-5
COc1cc(/C=C/C(=O)N2CCN(c3ccccn3)CC2)cc(OC)c1OC,5,4,5,-0.7,-2,0,-1.5,2,-6,1
CCCCN(C)C(=S)Nc1ccsc1C(=O)OC,1,8,2,-1.5,1,-3,-0.1,1,-3,-7
CN(Cc1nc2ccccc2n1C)C(=O)c1ccco1,-2,11,3,-2.1,6,-2,0.1,-5,-3,4
CN(CC(=O)Nc1c(Cl)cccc1Cl)C(=O)CCCN1C(=O)c2ccccc2C1=O,-3,-4,3,0.8,0,-1,-1.1,-8,-2,-4
Nc1cc(=O)[nH]n1C1CCN(c2ccccc2)CC1,-2,12,3,-2.1,-4,-3,-0.1,-2,-5,-6
O=C(NCc1ccc(OC(F)(F)F)cc1)c1cccc2c1C(=O)c1ccc(N3CCCC3)cc1S2(=O)=O,0,6,3,-1.2,0,0,-0.6,-18,-6,9
Cc1ccc(CSc2ncnc3c2cnn3Cc2ccccc2)cc1C,-3,-18,-5,3.5,2,-5,0.6,-16,-3,6
CCCOC(=O)c1ccc(NC(=O)C(CC)CC)cc1,6,3,-2,-0.5,2,-4,0.0,-3,5,6

# (next part)
SMILES,Keap1 Nrf2 FP,OPRM1-OPRD1 inv,HTR5A ag ctr,OPRM1-OPRD1 ag,V-ATPase pH,CAL-PDZ inh HTS,C-LANA FP,Cardiac RTF inh,cardiac RTF act,HTR5A inv ag
O=C(CSc1nnnn1-c1ccc2c(c1)OCCO2)N1CCN(C(=O)c2ccco2)CC1,0,10,-1,-2.1,-3,-4,0.9,0,0,2
Cn1ncc(Cl)c1C(=O)Nc1nnc(C2CC2)s1,-3,13,4,-2.6,2,-1,-0.4,-2,0,-14
CCc1nc(SCC(=O)NNC(=O)c2ccc(OC)cc2)c2ccccc2n1,-4,11,-2,-2.0,-1,-1,-0.4,0,2,5
Cc1occc1-c1nnc(SCC(=O)Nc2ccc(F)cc2)n1C,4,-9,0,1.1,3,0,-0.1,3,-3,1
Cc1nn(Cc2ccccc2)c(N)c1-c1ccccc1,1,20,1,-3.5,-2,.,-0.8,-3,-5,-3
Cn1cc(SCC(=O)Nc2ccc3c(c2)OCCO3)c2ccccc21,-8,1,-1,-0.2,2,-18,-0.8,-4,4,-22
O=C(Nc1ccccc1-c1nnc(SCc2ccc(Cl)cc2Cl)o1)c1ccccc1,2,13,-1,-2.5,4,-1,0.2,-2,0,3
CCc1cccc(C)c1NC(=O)COC(=O)c1c2c(nc3ccccc13)/C(=C\c1cccs1)CCC2,-2,0,2,0.0,-1,4,0.4,-9,4,-6
C/C(=C\C(=O)c1ccc(Br)cc1)NNC(=O)c1ccccc1,0,6,0,-1.1,-1,-3,0.4,-3,0,4
CCn1cc(CN2CCCC(CNS(=O)(=O)c3cccc4cccnc34)C2)cn1 (stereo unspecified),-6,9,3,-1.8,1,0,0.3,-2,-2,25
COC(=O)Nc1csc2c1NC(=O)CCCC2,0,25,-1,-4.8,-4,-3,-0.3,5,-4,3
CC(C)C[C@@H](CN)NC(=O)c1nc[nH]c1C(=O)N[C@@H](Cc1ccccc1)C(=O)CNC[C@H](C)NC(=O)c1nc[nH]c1C(=O)N[C@@H](CC(C)C)C(=O)O,-2,5,3,-1.1,1,-4,-0.4,-1,-2,-11
COc1cc(/C=C2\SC(=S)N(Nc3ccccc3)C2=O)ccc1O,-5,20,-6,-3.4,-7,-3,-9.3,-28,11,16
O=C(O)CCCCCNc1ccc2nsnc2c1[N+](=O)[O-],-3,12,-1,-2.5,-1,14,0.1,-6,7,3
CC(C)CNC(=O)C1CCN(S(=O)(=O)c2ccc3c(c2)OCCO3)CC1,-5,10,5,-1.9,2,1,-0.7,-3,-1,-14
C=CCN(C(=O)c1oc2c(Cl)cc(C)cc2c1C)C1CCS(=O)(=O)C1 (stereo unspecified),0,8,9,-1.6,0,.,-1.0,-3,0,-7
O=C(CN(CCc1ccccc1)C(=O)CNS(=O)(=O)c1ccc(F)cc1)NCC1CCCO1 (stereo unspecified),3,2,1,-0.5,-1,-7,0.8,-5,-1,18
COC(=O)c1ccc(Sc2ccc(F)cc2)c(N)c1,-2,-26,3,4.7,-15,.,-1.0,-3,3,-4
O=C(NCCN1CCCCCC1)C1CCCN1S(=O)(=O)c1cccc2nsnc12 (stereo unspecified),-1,9,2,-1.7,-2,-3,-2.4,-6,0,13
CCOc1ccc(OCCCCn2cnc3ccccc3c2=O)cc1,-3,7,-3,-1.4,-3,1,-2.2,-7,0,9
COc1ccc2c(c1)OC[C@H]1[C@H]2N2C(=O)CN(CCc3c[nH]c4ccccc34)C(=O)[C@@]2(C)[C@H]1c1ccccc1,-6,-2,2,0.4,3,1,-1.5,-5,-1,-14
COc1cc(OC)cc(-c2nnc(SCC(=O)N3CCCc4ccccc43)o2)c1,3,5,6,-1.2,2,-1,0.0,-1,-5,-1
COc1ccc2nc(N(CCN(C)C)C(=O)c3ccc(C(=O)c4ccccc4)cc3)sc2c1,-2,6,0,-1.1,0,9,-1.3,-6,-2,-7
CCCCN1C(=O)C(O)(CC(=O)c2c(C)coc2C)c2ccccc21 (stereo unspecified),-1,-11,4,1.5,-1,2,-1.4,-3,-1,8
CN(C[C@H](CC1CCCCC1)N(C[C@H](Cc1ccccc1)N(CCc1ccccc1)N=O)N=O)N=O,-3,-1,12,0.1,2,-4,1.9,-2,-8,12

# (cont.)
SMILES,Keap1 Nrf2 FP,OPRM1-OPRD1 inv,HTR5A ag ctr,OPRM1-OPRD1 ag,V-ATPase pH,CAL-PDZ inh HTS,C-LANA FP,Cardiac RTF inh,cardiac RTF act,HTR5A inv ag
COc1ccc2cc(C3CC(c4ccco4)=NN3S(C)(=O)=O)c(Cl)nc2c1 (stereo unspecified),1,8,9,-1.6,-4,1,1.6,1,-3,-9
CCCCNC(=O)c1onc(CSc2cc(C)cc(C)c2)c1C(=O)NCCCC,0,-33,-4,6.0,-1,-5,2.0,-14,-6,-4
Cc1nnc(SCC(=O)c2c(N)n(C)c(=O)n(C)c2=O)n1Cc1ccccc1,-3,19,4,-3.3,-3,-1,0.0,2,-7,-9
CCCCc1ccc(N=N/C(C(=O)Nc2ccc(NC(C)=O)cc2OC)=C(/C)O)cc1,-7,4,3,-0.8,-6,-3,-0.2,-5,11,-7
CCC(CC)c1nnc(NC(=O)c2ccc3c(c2)OCO3)s1,2,-29,5,4.1,-2,-1,0.7,2,2,-5
CN(c1ccc(C(=O)Nc2cccnc2)cc1)S(C)(=O)=O,-6,5,-4,-1.1,0,-2,0.7,-1,1,-24
O=C(O)CCCCCN1C(=O)/C(=C\c2cn(-c3ccccc3)nc2-c2cccs2)SC1=S,-2,12,0,-2.4,10,-6,-0.1,-11,-18,-2
CC(C)C(=O)N1CCN(c2ccccc2NC(=O)c2cc([N+](=O)[O-])ccc2N2CCOCC2)CC1,0,5,1,-1.0,1,-2,0.9,2,-2,-3
C#CCOCCOCCOCCNc1nc(N2CCN(C(=O)C([C@@H](C)CC)n3cc(C(N)Cc4ccc(O)cc4)nn3)CC2)nc(N2CCN(C(=O)[C@H](CCC(=O)O)n3cc(C(N)CC(C)C)nn3)CC2)n1 (stereo partly specified),-2,-20,8,3.6,-2,1,0.0,5,1,-3
O=C(CN1C(=O)NC2(CCCC2)C1=O)Nc1ccccc1F,-8,15,6,-3.0,2,0,0.5,-1,-1,-25
COc1ccccc1CNC(=O)COC(=O)CSc1ccc(F)cc1,0,-8,0,1.2,1,-1,0.3,0,-6,0
Cc1cc(NS(=O)(=O)c2ccc(Cl)cc2)nn1CC(=O)NCc1ccco1,-2,8,2,-2.0,-1,2,0.1,-9,-5,8
C/C(=N\NC(=O)c1ccccc1)c1c(C)[nH]n(-c2ccccc2)c1=O,-2,14,-1,-3.0,-2,.,2.0,-6,8,4

# Shown with bars between the fields: 2 of the compounds above.
compound | Keap1 Nrf2 FP | OPRM1-OPRD1 inv | HTR5A ag ctr | OPRM1-OPRD1 ag | V-ATPase pH | CAL-PDZ inh HTS | C-LANA FP | Cardiac RTF inh | cardiac RTF act | HTR5A inv ag
CC(C)C[C@@H](CN)NC(=O)c1nc[nH]c1C(=O)N[C@@H](Cc1ccccc1)C(=O)CNC[C@H](C)NC(=O)c1nc[nH]c1C(=O)N[C@@H](CC(C)C)C(=O)O | -2 | 5 | 3 | -1.1 | 1 | -4 | -0.4 | -1 | -2 | -11
CCCCc1ccc(N=N/C(C(=O)Nc2ccc(NC(C)=O)cc2OC)=C(/C)O)cc1 | -7 | 4 | 3 | -0.8 | -6 | -3 | -0.2 | -5 | 11 | -7
